ATXN2 expr inh: reduces ATXN2 reporter expression in HEK-293 cells | HEK-293 ATXN2-luciferase reporter, luminescence, 24 h | Potency, µM (titrated, usually from 57 µM), for the others: at the top dose activity change, negative = inhibition, hits mostly inhibitors | 0.72% of 360,000 active; note: nearly all actives have a fitted effect of over 55% in size
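qHTS (up to 57 uM final) was run with 24 h compound exposure of reporter cells at 37 °C. Each well was multiplexed: SteadyGlo luminescence measured ATXN2-luciferase expression after a fluorogenic Gly-Phe-AFC viability readout (25 uM final).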
KB-3-1 cytotox: KB-3-1 parental cell cytotoxicity; KB-3-1 viability, CellTiter-Glo ATP luminescence, 72 h; Potency, µM (series often up to 46.1 µM), inactives show top-dose activity change, negative = cytotoxic, actives largely listed as cytotoxic; 1.4% of 400,000 active; AID 1347075; note: nearly all actives have a fitted effect of over 60% in size
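Cells are dispensed, compounds pinned in, plates held at 37 °C for 72 h, then CellTiter-Glo is added and luminescence read after 10 minutes. Cell line: parental KB-3-1 in phenol-red-free DMEM, 10% FBS.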
KB-V1 cytotox: kills drug-selected multidrug resistant KB-V1 cells | KB-V1 MDR cells viability, CellTiter-Glo, 72 h | Potency, µM (top dose mostly 46.1 µM), for inactives: top-dose activity change, negative = cytotoxicity, actives largely listed as cytotoxic | 3.4% of 400,000 active | AID 1347076; note: nearly all actives have a fitted effect of over 60% in size
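KB-V1 MDR subline cells in DMEM (phenol-red free, 10% FBS) exposed to compounds in qHTS concentration series for 72 h at 37 degrees C. Viability read by CellTiter-Glo luminescence; concentration-effect curves fitted after normalization and correction.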
An asterisk follows results filed as active; [ ] = dose if it differs, or a comment. Calls come from the whole dose curve; as a rule, active = well fitted curve in the direction sought with a large enough effect; inconclusive = small, poorly fitted or top-dose-only effect, or another doubt; inactive = no such curve, though single readings can be large; an effect the other way counts as inactive or inconclusive. % is set by controls: 0 for no effect and ±100 for the full control effect; potency is the fitted concentration of half-maximal effect.

COC(=O)c1ccc(NC(=O)CCNS(=O)(=O)c2cccc3nsnc23)cc1 was read as ATXN2 expr inh 5.6%, KB-3-1 cytotox 0.3% and KB-V1 cytotox 15.7%.
Screening O=C(Nc1ccc(F)cc1F)N1CCc2c(sc3c2CCCC3)C1c1ccc(F)cc1 (stereo not given) returned ATXN2 expr inh -4.4%, KB-3-1 cytotox -0.3% and KB-V1 cytotox inconclusive.
COc1ccc(CNC(=O)Cc2ccc(NC(=O)N3CCCCc4ccccc43)cc2)cc1 was read as ATXN2 expr inh 2.1%, KB-3-1 cytotox inconclusive and KB-V1 cytotox inconclusive.
Screening COc1ccc(CNC(=O)c2cnn(-c3ccc(C)cc3)c2C2CCN(C(=O)OC(C)(C)C)CC2)cc1 returned ATXN2 expr inh inconclusive, KB-3-1 cytotox inconclusive and KB-V1 cytotox -28.7%.
CNC(=O)c1c(NC(=O)c2cc(=O)c3ccccc3o2)sc2c1CCC2 was read as ATXN2 expr inh 7.6%, KB-3-1 cytotox 9.2% and KB-V1 cytotox 0.0%.
For COc1ccc(NC(=O)c2c(NCc3cccc(F)c3)sc3c2CCC3)c(OC)c1 the results were ATXN2 expr inh inconclusive, KB-3-1 cytotox 1.5% and KB-V1 cytotox 25.7%.
For CCc1ccc(CNCc2c(C(=O)O)n(Cc3cccc(F)c3)c3cc(OC)ccc23)cc1 the results were ATXN2 expr inh inconclusive, KB-3-1 cytotox -25.1% and KB-V1 cytotox -12.6%.
`Cn1c(=O)c2c(-c3ccccc3)n3c4ccccc4nc(-c4ccccc4)c3c2n(C)c1=O` gave ATXN2 expr inh -4.5%, KB-3-1 cytotox 2.2% and KB-V1 cytotox 4.9%.
For CNC(=O)c1cc2c(n(-c3ccc(C)cc3)c1=O)CC(C)(C)CC2=O the results were ATXN2 expr inh 13.3%, KB-3-1 cytotox 17.6% and KB-V1 cytotox 6.5%.
Screening Cc1ccc(C(c2sc3nc(-c4ccco4)nn3c2O)N2CCN(c3ccc(F)cc3)CC2)cc1 (stereo not given) returned ATXN2 expr inh 4.4%, KB-3-1 cytotox 6.2% and KB-V1 cytotox 0.0%.
For Cc1cc(C(=O)Nc2cccc(F)c2)c2c(C)nn(-c3cccc(Cl)c3C)c2n1 the results were ATXN2 expr inh -5.2%, KB-3-1 cytotox inconclusive and KB-V1 cytotox -23.2%.
Screening CCCCN(C)CC(O)Cn1cc(/C=C/C(=O)c2ccc(Br)cc2)c2ccccc21 (stereo not given) returned ATXN2 expr inh -8.9%, KB-3-1 cytotox -13.2% and KB-V1 cytotox inconclusive.
For CCc1ccc(NC(=O)c2ccc3c(c2)N(Cc2ccc(C)cc2)CCS3)cc1 the results were ATXN2 expr inh 35.1%[activator], KB-3-1 cytotox -3.0% and KB-V1 cytotox 19.3%.
CC(=O)N1CCCc2cc(S(=O)(=O)Nc3ccc(OC(F)(F)F)cc3)ccc21 was read as ATXN2 expr inh 4.7%, KB-3-1 cytotox -14.0% and KB-V1 cytotox -7.4%.
Screening O=C(CN1CCN(Cc2ccc(F)cc2)C1=O)NCc1ccccc1 returned ATXN2 expr inh 10.2%, KB-3-1 cytotox 12.8% and KB-V1 cytotox -17.6%.
Screening COc1cc(OC)c(NC(=O)C(Cc2ccccc2)NS(=O)(=O)c2cccc3nsnc23)cc1Cl (stereo not given) returned ATXN2 expr inh 7.1%, KB-3-1 cytotox 18.0% and KB-V1 cytotox 13.0%.
`COC(=O)c1sccc1S(=O)(=O)N(CC(=O)Nc1cc(C)ccc1C)c1ccc(C)c(C)c1` gave ATXN2 expr inh -17.6%, KB-3-1 cytotox -12.2% and KB-V1 cytotox inconclusive.
Screening CCn1c(=O)c2sccc2n2c(CCC(=O)Nc3ccc(F)cc3)nnc12 returned ATXN2 expr inh 3.3%, KB-3-1 cytotox 2.6% and KB-V1 cytotox 8.0%.
`Cc1c(-c2nsc(NC(=O)c3cccs3)n2)nnn1-c1ccc(Cl)cc1` gave ATXN2 expr inh 0.0%, KB-3-1 cytotox 3.9% and KB-V1 cytotox -19.9%.
`CCC1CCCCN1C(=O)Cn1c(=O)oc2cc(S(=O)(=O)N3CCCCC3)ccc21` (stereo not given) gave ATXN2 expr inh 8.6%, KB-3-1 cytotox -5.8% and KB-V1 cytotox 2.1%.
`COc1cc(/C=C(\C#N)C(=O)Nc2ccc(C)cc2)ccc1OCc1cc(=O)n2nc(C)sc2n1` gave ATXN2 expr inh -5.9%, KB-3-1 cytotox 18.5% and KB-V1 cytotox inconclusive.
`Cc1cc(NC(=O)c2cccnc2)cc(-c2nc3cc(Cl)ccc3o2)c1O` gave ATXN2 expr inh -0.8%, KB-3-1 cytotox 0.3% and KB-V1 cytotox -14.6%.
Screening Cc1ccc2[nH]c(=O)c3cc(C(=O)NCCCN4CCC(C)CC4)sc3c2c1 returned ATXN2 expr inh 28.2µM*, KB-3-1 cytotox 1.6% and KB-V1 cytotox 2.0%.
Screening COc1ccc(CNCc2c(C(=O)O)n(Cc3ccc(F)cc3)c3cc(C)ccc23)cc1OC returned ATXN2 expr inh -12.8%, KB-3-1 cytotox inconclusive and KB-V1 cytotox 0.0%.
For CN1CCc2c(sc3c2C(=O)NC(c2ccc(OC(=O)c4ccc(Cl)cc4)cc2)N3)C1 (stereo not given) the results were ATXN2 expr inh -5.6%, KB-3-1 cytotox -6.8% and KB-V1 cytotox inconclusive.
Screening Cn1c(=O)c2c(n3c4ccccc4nc13)NC(=O)CC2c1cccc(F)c1 (stereo not given) returned ATXN2 expr inh -5.6%, KB-3-1 cytotox 20.9% and KB-V1 cytotox 10.4%.
Cc1ccc(-c2cc(C(=O)NCc3cnn(C)c3C)c3ccccc3n2)cc1C was read as ATXN2 expr inh 13.3%, KB-3-1 cytotox -1.2% and KB-V1 cytotox -30.8%.
`CCc1cc(=O)oc2c3c(c(Cl)cc12)OCN(Cc1cccc(OC)c1)C3` gave ATXN2 expr inh 5.4%, KB-3-1 cytotox 18.2% and KB-V1 cytotox -24.5%.
`COCCn1c(SCC(=O)Nc2cc(Cl)ccc2OC)nc2c([nH]c3ccccc32)c1=O` gave ATXN2 expr inh 12.2%, KB-3-1 cytotox 12.4% and KB-V1 cytotox -8.9%.
COc1ccc(-c2cc(C(F)(F)F)nc(NCCc3ccccc3)n2)cc1 was read as ATXN2 expr inh 1.5%, KB-3-1 cytotox -28.7% and KB-V1 cytotox -11.6%.
`COc1ccc(NC(=O)C(c2ccccc2)N(C)C(=O)/C=C\c2ccc3c(c2)OCO3)cc1` (stereo not given) gave ATXN2 expr inh 2.5%, KB-3-1 cytotox 5.0% and KB-V1 cytotox -3.4%.
`CCOc1ccc(S(=O)(=O)N2CCC(N3CCN(Cc4ccc(F)cc4)C(=O)C3=O)CC2)cc1` gave ATXN2 expr inh -6.8%, KB-3-1 cytotox 1.4% and KB-V1 cytotox 22.2%.
For CCCNC(=O)c1ccc2c(c1)N=C(CCC)c1ccccc1S2 the results were ATXN2 expr inh -37.0%, KB-3-1 cytotox 0.731µM* and KB-V1 cytotox -17.6%.
Screening Cc1ccc(S(=O)(=O)Nc2cccc(-c3ccc(N4CCC(C)CC4)nn3)c2)s1 returned ATXN2 expr inh 8.9%, KB-3-1 cytotox -0.4% and KB-V1 cytotox 5.3%.
`COc1ccc(-c2nc3ccccc3n3c(-c4cccc(C)c4)c4c(=O)n(C)c(=O)n(C)c4c23)cc1OC` gave ATXN2 expr inh inconclusive, KB-3-1 cytotox inconclusive and KB-V1 cytotox -0.9%.
Screening CCCCSc1ncnc2c1sc1nc(N3CCOCC3)c3c(c12)CCCC3 returned ATXN2 expr inh -15.9%, KB-3-1 cytotox -6.3% and KB-V1 cytotox inconclusive.
Screening COc1ccc(Cn2c(C(=O)O)c(CNCc3ccc(OC)cc3OC)c3ccc(C)cc32)cc1 returned ATXN2 expr inh -9.9%, KB-3-1 cytotox inconclusive and KB-V1 cytotox 4.3%.
CCCOc1cccc(C(=O)Nc2ccc(-c3cc4ccccc4oc3=O)c(C)c2)c1 was read as ATXN2 expr inh 1.9%, KB-3-1 cytotox 1.5% and KB-V1 cytotox inconclusive.
For Cn1c(=O)n(C)c2cc(N3CCOCC3)c(NS(=O)(=O)c3ccc(C(C)(C)C)cc3)cc21 the results were ATXN2 expr inh 9.5%, KB-3-1 cytotox -27.0% and KB-V1 cytotox -11.3%.
Screening Cc1cccc(N2CCN(S(=O)(=O)c3cc(Br)cc4c3N(C(=O)C3CC3)CC4)CC2C)c1 (stereo not given) returned ATXN2 expr inh 2.9%, KB-3-1 cytotox -10.3% and KB-V1 cytotox -0.9%.

Reprinted at random: six compounds from above, in no set order.
Screening Cn1c(=O)c2c(n3c4ccccc4nc13)NC(=O)CC2c1cccc(F)c1 (stereo not given) returned ATXN2 expr inh -5.6%, KB-3-1 cytotox 20.9% and KB-V1 cytotox 10.4%.
`COc1cc(/C=C(\C#N)C(=O)Nc2ccc(C)cc2)ccc1OCc1cc(=O)n2nc(C)sc2n1` gave ATXN2 expr inh -5.9%, KB-3-1 cytotox 18.5% and KB-V1 cytotox inconclusive.
Cc1ccc(-c2cc(C(=O)NCc3cnn(C)c3C)c3ccccc3n2)cc1C was read as ATXN2 expr inh 13.3%, KB-3-1 cytotox -1.2% and KB-V1 cytotox -30.8%.
`COc1ccc(NC(=O)C(c2ccccc2)N(C)C(=O)/C=C\c2ccc3c(c2)OCO3)cc1` (stereo not given) gave ATXN2 expr inh 2.5%, KB-3-1 cytotox 5.0% and KB-V1 cytotox -3.4%.
For CCCNC(=O)c1ccc2c(c1)N=C(CCC)c1ccccc1S2 the results were ATXN2 expr inh -37.0%, KB-3-1 cytotox 0.731µM* and KB-V1 cytotox -17.6%.
`COCCn1c(SCC(=O)Nc2cc(Cl)ccc2OC)nc2c([nH]c3ccccc32)c1=O` gave ATXN2 expr inh 12.2%, KB-3-1 cytotox 12.4% and KB-V1 cytotox -8.9%.

Remaining list, next part
CCN(CC)S(=O)(=O)c1ccc2c(c1)N(CC(=O)Nc1ccc(OC)cc1)C(=O)CS2 was read as ATXN2 expr inh 6.2%, KB-3-1 cytotox 15.4% and KB-V1 cytotox 11.5%.
Screening CCOc1ccc(C(=O)NCCc2sc(-c3cccc(F)c3)nc2C)cc1OCC returned ATXN2 expr inh 2.0%, KB-3-1 cytotox -10.1% and KB-V1 cytotox -22.1%.
`Cc1oc(-c2cccc(Cl)c2)nc1CN1CCC(C(=O)NC(C)C)CC1` gave ATXN2 expr inh 4.6%, KB-3-1 cytotox -3.5% and KB-V1 cytotox 10.0%.
Screening Cc1ccccc1CN1c2ccccc2-c2nc(SCC(=O)Nc3cc(F)ccc3F)ncc2S1(=O)=O returned ATXN2 expr inh -11.3%, KB-3-1 cytotox 6.4% and KB-V1 cytotox -8.3%.
COc1ccc(C(=O)c2sc3nc(-c4ccc(F)cc4)ccc3c2N)cc1 was read as ATXN2 expr inh -12.3%, KB-3-1 cytotox 4.5% and KB-V1 cytotox 9.9%.
`COc1ccc(C2CC(=O)Nc3c2c(=O)[nH]c2nc4ccccc4n32)cc1` (stereo not given) gave ATXN2 expr inh 2.5%, KB-3-1 cytotox inconclusive and KB-V1 cytotox -5.3%.
CCOc1ccc(NC(=O)CC2C(=O)N(c3ccc(C)cc3)C(=O)N2CCC2=CCCCC2)cc1 (stereo not given) was read as ATXN2 expr inh 5.7%, KB-3-1 cytotox -20.3% and KB-V1 cytotox -25.8%.
CCCCNC(=O)CCCn1c(=O)c2ccccc2n(CC(=O)Nc2ccccc2OCC)c1=O was read as ATXN2 expr inh 15.4%, KB-3-1 cytotox 19.3% and KB-V1 cytotox 21.8%.
`O=C(CN1C(=O)CCc2cc(S(=O)(=O)N3CCCCC3)ccc21)NCc1ccc(Cl)cc1` gave ATXN2 expr inh -14.1%, KB-3-1 cytotox 3.5% and KB-V1 cytotox 4.0%.
For O=C(Nc1ccc(Cl)cc1)c1ccc(-n2cnnc2)cc1 the results were ATXN2 expr inh -17.7%, KB-3-1 cytotox 0.6% and KB-V1 cytotox 5.4%.
For COc1ccc(NC(=O)c2cc(=O)c3ccc(C)c(C)c3o2)cc1Cl the results were ATXN2 expr inh -3.8%, KB-3-1 cytotox 20.3% and KB-V1 cytotox 0.8%.
For CCOc1ccc(-c2cc(C(=O)N3CCN(c4cc(Cl)ccc4C)CC3)c3ccccc3n2)cc1 the results were ATXN2 expr inh 6.6%, KB-3-1 cytotox 0.2% and KB-V1 cytotox inconclusive.
For Cc1cc(C(=O)NCc2ccccc2Cl)c2c(C)nn(-c3ccccc3)c2n1 the results were ATXN2 expr inh 3.4%, KB-3-1 cytotox 8.0% and KB-V1 cytotox inconclusive.
`CSc1nc2sc3c(c2c(=O)n1-c1ccc(F)c(Cl)c1)CCN(C(C)=O)C3` gave ATXN2 expr inh 4.6%, KB-3-1 cytotox 0.8% and KB-V1 cytotox 2.4%.
`Cc1cc2c(cc1S(=O)(=O)NCc1ccc(F)cc1)OCC(=O)N2` gave ATXN2 expr inh -9.5%, KB-3-1 cytotox -0.1% and KB-V1 cytotox 3.2%.

Compound activity from PubChem BioAssay.

These rows are one share of the data; count on the stated rates, not on these rows.
